Bioassay records as filed in PubChem.
Eya2 phos inh – Eya2 (human) phosphatase inhibition; recombinant Eya2, OMFP fluorescence dephosphorylation (OMFP is methylfluorescein phosphate); Potency, µM (highest dose often 76.9 µM), without a hit: top-dose activity, negative = inhibition, usual class: inhibitors; 0.006% of 330,000 active; note: potency is the fitted concentration of half-maximal effect
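Eya2 protein (added as 0.2 uM solution) was preincubated with compound for 10 min at ambient temperature in 50 mM HEPES pH 7.5, 50 mM NaCl, 5 uM MgCl2, 0.05% BSA, 1 mM DTT. OMFP (added at 50 uM) then reacted 10 min; fluorescence read at 485/525 nm.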
Coupling enz – coupling enzyme interference in Giardia aldolase counter-screen; coupling enzyme system counterscreen, AmpLite Red fluorescence; activity change, negative = inhibition, % at 58.2 µM, hits read low; 0.67% of 290,000 active; in the data active = activity change below about -30%
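Compounds tested against the coupling enzymes alone at 57.5 uM final; readout was AmpLite Red fluorescence (525/598 nm) after 20 min at RT.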
USP2a inh – blocks human ubiquitin-specific protease USP2a; 0.01% of 330,000 active; USP2 core, Ub-CHOP2 coupled fluorogenic reporter, 485/531; Potency, µM (titrated, usually from 38.3 µM), without a hit: at the top dose activity change, negative = inhibition, usual class: inhibitors;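 note: potency is the fitted concentration of half-maximal effect; plate controls were DMSO wells for no effect and full inhibition by NEM control for full effect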
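USP2 core (10nM final) preincubated 30min RT with compound in 20mM Tris-HCl pH 8.0, 2mM CaCl2, 2mM beta-mercaptoethanol, 0.05% CHAPS; 25nM Ub-CHOP2 plus 25nM reporter substrate added, fluorescence (Ex485/Em531) read after 60min.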
hERG WT inh – KCNH2 (human, wildtype) channel inhibition. 0.37% of 340,000 active. U2OS, BacMam KCNH2, thallium flux FluxOr; hits give low values. activity change, % at 1.84 µM;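 active = maximum activity change below -70%; inconclusive = maximum activity change between -70% and -50%; inactive = maximum activity change above -50%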
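U2OS cells were transduced with wild-type KCNH2 virus (2.03 x 10^8 / mL) for 4 h at room temperature, then cultured overnight at 37 C. Thallium flux was read with FluxOr dye. Rate constants were normalized to DMSO controls.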
GALK inhibitor – blocks human galactokinase activity | 0.007% of 270,000 active | Purified GALK, Kinase-Glo residual ATP luminescence | Potency, µM (series often up to 57.5 µM), without a hit: at the highest dose activity change, negative = inhibition, actives largely listed as inhibitors; note: potency is the fitted concentration of half-maximal effect
Target sequence (P51570 whole entry, looked up): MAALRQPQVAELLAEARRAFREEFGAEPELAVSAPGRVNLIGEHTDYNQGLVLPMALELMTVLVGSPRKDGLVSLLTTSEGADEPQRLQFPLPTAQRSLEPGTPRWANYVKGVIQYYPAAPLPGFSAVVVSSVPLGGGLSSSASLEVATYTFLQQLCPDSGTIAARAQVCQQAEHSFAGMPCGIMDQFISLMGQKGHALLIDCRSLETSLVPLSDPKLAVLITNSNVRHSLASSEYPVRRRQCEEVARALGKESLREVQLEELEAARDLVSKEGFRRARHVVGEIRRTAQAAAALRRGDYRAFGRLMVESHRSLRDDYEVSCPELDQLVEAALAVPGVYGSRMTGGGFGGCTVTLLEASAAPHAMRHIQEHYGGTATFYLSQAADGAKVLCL
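5 nM enzyme, 35 uM ATP, 100 uM galactose, 20 mM HEPES pH8.0, 5 mM MgCl2; 1 h RT; residual ATP by Kinase-Glo Plus luminescence, qHTS format.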
PKM2 act – increases activity of human pyruvate kinase M2 | purified PKM2, Kinase-Glo ATP luminescence, activation; response scale: 0% is enzyme alone, no compound | Potency, µM (doses to about 57.5 µM), for the others: at the top dose activation, hits mostly activators | 0.34% of 260,000 active | AID 1631; note: potency is the fitted concentration of half-maximal effect; nearly all actives have a fitted effect of over 55% in size
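Purified hPK-M2 (>95%) run at intermediate activity with 0.1 mM ADP and 0.5 mM PEP in 50 mM imidazole pH 7.2, KCl, MgCl2; 1 h room temperature. ATP formed read by Kinase-Glo luminescence; normalized to uninhibited and no-enzyme controls.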
Chronic BCR inh – inhibitors of chronic active B-cell receptor signaling | Potency, µM (titrated, usually from 46.1 µM), inactives show top-dose ratio change, negative = lower green/red ratio, most hits filed as inhibitors | ABC-DLBCL IkBa-CBG/CBR reporter, luminescence ratio, 4 h | AID 493014 | 0.05% of 340,000 active; active = well fitted inhibition curve with a large enough effect in the signal ratio, with a control signal flat, not every such curve was filed as active; inconclusive = small, poorly fitted or top-dose-only effect, or effect the other way, or a change in a side signal; the % refers to the signal ratio;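 note: potency is the fitted concentration of half-maximal effect; plate controls were basal doxycycline-induced cells for no effect and cells given 10 µM MG132 for full effect; MG132 reads +100%, hits lower the ratio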
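TMD8 human ABC-DLBCL cells with doxycycline-inducible IκBα–green luciferase fusion and unfused red luciferase, in 0.5% FBS medium; compounds up to 46 uM, 4 h at 37C. Green/red luminescence ratio, filter-overlap corrected, fitted to concentration-response curves.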
KCNH2 3.1 inh – inhibitors of human KCNH2 3.1 potassium channel isoform; U2OS KCNH2 3.1, thallium flux FluxOr; hits give low values; activity change, % (tested at about 1.8 µM); 0.95% of 340,000 active; AID 720553;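 active = maximum activity change below -70%; inconclusive = maximum activity change from -70% to -50%; inactive = maximum activity change above -50%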;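 note: thallium influx rate constant from kinetic fluorescence after stimulation buffer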
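Kinetic fluorescence (2 min after stimulation buffer) measures Tl+ influx through KCNH2 3.1 expressed by viral transduction in U2OS cells; the rate constant is normalized against DMSO controls serving as positive and negative references.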
uPA surface inh – cell surface uPA generation inhibition. cell surface uPA generation assay, qHTS. Potency, µM (series often up to 38.3 µM), inactives show at the top dose activity change, negative = inhibition, most hits filed as inhibitors. 0.31% of 330,000 active. AID 540303; active = well fitted inhibition curve with a large enough effect; inconclusive = small, poorly fitted or top-dose-only effect; inactive = no such curve, though single readings can be large or run the other way; tested in mouse RAW 264.7 cells; note: potency is the fitted concentration of half-maximal effect; nearly all actives have a fitted effect of over 55% in size
Giardia killer – Giardia lamblia killing. Giardia lamblia trophozoite viability. activity change, % at 7.66 µM, hits read low. 0.15% of 340,000 active. AID 540267; in the data active = activity change below about -80%; inconclusive = between about -30% and that limit;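 note: parasites exposed to compound for two days anaerobically before the ATP read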
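Luminescent ATP signal served as the viability read-out, measured 15-30 min after adding ATP detection reagent to trophozoites that had been incubated with compounds for 48 hrs at 37 deg C anaerobically at 100 cells/well.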
B2AR arrestin – agonists driving beta-arrestin recruitment to human beta2-adrenergic receptor | 0.02% of 330,000 active | beta-arrestin recruitment to beta2AR, cell-based reporter | Potency, µM (series often up to 46.1 µM), inactives show at the top dose activation, actives largely listed as activators;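 note: potency is the fitted concentration of half-maximal effect; 0% = DMSO controls and full agonism = EC100 isoproterenol or metaproterenol; nearly all actives have a fitted effect of over 65% in size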
Target sequence (P07550 whole entry, looked up): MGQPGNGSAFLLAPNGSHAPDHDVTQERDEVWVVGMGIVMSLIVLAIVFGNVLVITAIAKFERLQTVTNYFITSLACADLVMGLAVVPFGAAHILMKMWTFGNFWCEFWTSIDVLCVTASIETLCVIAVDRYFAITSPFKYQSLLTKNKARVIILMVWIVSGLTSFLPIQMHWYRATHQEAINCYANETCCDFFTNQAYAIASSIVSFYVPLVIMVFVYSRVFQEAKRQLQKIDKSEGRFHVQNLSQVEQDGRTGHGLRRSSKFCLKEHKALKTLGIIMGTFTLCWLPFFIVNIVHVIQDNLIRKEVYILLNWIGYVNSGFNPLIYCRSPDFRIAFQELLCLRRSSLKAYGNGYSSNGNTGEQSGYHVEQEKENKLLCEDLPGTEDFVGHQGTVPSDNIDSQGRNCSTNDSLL
Starred values were filed as active, the others as inactive; ? = inconclusive; · = no result given; & = joins results of further samples; [ ] = dose if it differs, or a comment. Unless noted, calls come from the whole dose curve; as a rule, active = well fitted curve in the direction sought with a large enough effect; inconclusive = small, poorly fitted or top-dose-only effect, or another doubt; inactive = no such curve, though single readings can be large; an effect the other way counts as inactive or inconclusive. Unless noted, % is set by controls: 0 for no effect and ±100 for the full control effect.

Value order: Eya2 phos inh, Coupling enz, USP2a inh, hERG WT inh, GALK inhibitor, PKM2 act, Chronic BCR inh, KCNH2 3.1 inh, uPA surface inh, Giardia killer, B2AR arrestin
CCc1nc(SCC(N)=O)c2c(=O)n(C)c(=O)n(C)c2n1
    5.6%, 7.2, 0.5%, -3.7, 1.2%, -3.9%, 5.8%, -6.8, 32.8%[activator], -7.6, 0.0%
C=CCN=C1CC(C)(C)CC(=O)/C1=C(\O)CCCN1C(=O)c2ccccc2C1=O
    0.5%, 2.7, 1.9%, 2.0, -0.6%, 7.4%, 0.0%, 1.7, -9.1%, 12.2, -0.5%
O=c1cc(CO)oc(CN2CCN(c3ccccc3)CC2)c1O
    1.0%, 0.2, -1.3%, -11.6, 0.2%, -0.1%, ?, -2.6, 1.5%, 0.8, 0.1%
CCN(CC)c1nc(-c2ccc(Cl)cc2)cc(C(F)(F)F)c1C#N
    5.7%, 0.0, -1.7%, 1.1, 1.7%, 3.9%, -1.9%, -3.2, -0.9%, -3.5, -0.7%
Cc1ccc(S(=O)(=O)NCCC(=O)OCn2nnc3ccccc3c2=O)cc1
    -6.3%, -2.6, 0.4%, -6.1, -4.1%, -7.3%, ?, 8.8, -1.2%, -26.5, 3.2%
CCn1c2ccccc2c2cc(NC(=O)C3CCN(S(=O)(=O)c4cccs4)CC3)ccc21
    9.9%[15.4 µM], -2.6, -3.1%, -7.6, 1.1%, -23.9%, -0.2%, 0.1, 5.9%, 8.0, -1.0%
COc1ccc(C(=O)N2CCN(c3ccccc3)CC2)cc1S(=O)(=O)N1CCCC1
    -4.2%, ·, 0.7%, 3.5, -2.3%, 1.7%, -1.3%, ·, -3.0%, -10.6, 0.4%
CCOC(=O)C1(CCOC)CCN(Cc2ccc3nonc3c2)CC1
    -23.2%, -0.2, 0.5%, -0.4, -2.3%, -2.6%, -0.2%, 0.1, 4.0%, -18.7, 0.1%
Cc1c(Nc2nc3ccccc3nc2N2CCN(c3ccccc3)CC2)c(=O)n(-c2ccccc2)n1C
    -0.5%, -15.5, -5.0%, 13.4, -0.6%, -12.8%, -5.6%, 8.2, -0.7%, -0.6, -0.1%
O=C(NCc1ccc2c(c1)OCO2)c1ccc2c(c1)C(=O)N(CC1CCCO1)C2=O (stereo not given)
    -3.9%, 11.7, 1.6%, 6.9, -1.8%, -11.3%, 1.1%, 7.3, 13.9%, -11.4, -0.1%
Cc1ccc(N(CC(=O)N2CCN(c3ccccc3F)CC2)S(=O)(=O)c2c(C)noc2C)cc1
    -11.4%, ·, -0.6%, -9.2, 1.0%, ·, -4.0%, 6.7, -1.5%, 8.6&5.5, -0.9%
COC(=O)[C@H](Cc1ccccc1)NC(=O)NCCc1ccc(F)cc1
    -12.0%, 3.4, 1.1%, -7.3, 0.5%, -3.2%, ?, -3.8, 0.9%, 27.8, 0.0%
COc1ccccc1-c1noc(-c2ccco2)n1
    -1.9%, 0.7, -1.4%, 0.4, -4.3%, -12.4%, 1.2%, -1.3, -5.9%, 10.5, 0.1%
O=C(COC(=O)CNC(=O)c1cccc([N+](=O)[O-])c1)NCc1ccco1
    7.7%, 2.1, 0.6%, 17.2, -1.9%, -0.2%, -13.3%, 14.8, 1.4%, 1.7, -0.2%
CN(C)S(=O)(=O)c1ccc(C(=O)Nc2nnc(SCc3ccccc3)s2)cc1
    -6.6%, 4.2, -1.1%, -8.2, -3.3%, 6.7%, 4.4%, -12.0, 16.9%, 4.3, -0.9%
CCC(C)(C)n1nnnc1C(c1ccc(N(C)C)cc1)N1CCN(C2CCCCC2)CC1 (stereo not given)
    -1.7%, 3.4, 0.3%, 1.0, -0.9%, 0.4%, 5.0%, -21.5, -0.3%, 7.8, -0.4%
COC(=O)[C@H](NC(=O)c1cc(-c2ccccc2)nc2ccccc12)c1ccccc1
    1.5%, 5.8, ·, -3.3, ·, ·, ·, -15.1, 8.4%, 2.8, ·
Cc1ccc(S(=O)(=O)N2CCC(C(=O)N[C@@H](C)C(=O)NC3CCCCC3)CC2)cc1
    23.1%, 5.7, 4.7%, 3.1, 10.0%, -9.8%, -0.3%, 3.0, 1.1%, ?, -0.2%
CC(C)N=C(NC#N)SCc1ccccc1
    -1.0%, -0.2, 3.7%, -6.4, ·, -5.4%, -0.2%, -13.5, -8.9%, 9.4, -0.6%
c1coc(C2=NCCc3ccccc32)c1
    5.2%, 5.1, 0.6%, -12.8, -3.9%, -3.9%, 0.6%, 13.6, -4.0%, 17.6, 0.3%
CCOC(=O)N1CCN(CC(=O)NC(=O)Nc2ccc3c(c2)OCCO3)CC1
    -17.7%, ·, 2.2%, 5.3, ·, ·, -0.3%, -21.6, 4.3%, 18.5, -0.7%
N/C(=N\OC(=O)Nc1ccccc1)c1cccc(C(F)(F)F)c1
    13.8%, -3.5, -0.4%, -3.5, -1.0%, ·, -22.0%, -1.9, 7.0%, 10.5, 0.3%
Nc1nc(N)c2c(n1)CCCC2
    -6.5%, 0.8, 1.5%, -2.2, ·, -14.1%, 10.9%, -2.5, 17.1%, 15.6, -0.9%
N#Cc1ccccc1Oc1ccccc1C=O
    12.7%, -1.7, 2.7%, ·, -2.0%, 3.5%, -13.4%, 4.8, ?, 2.2, -1.0%
O=C(NC(=S)NC1CCS(=O)(=O)C1)c1ccccc1F (stereo not given)
    8.2%, ·, -1.2%, 10.2, 4.6%, 1.2%, 1.8%, 6.5, 0.3%, -14.2, -0.8%
COc1ccc(C)cc1NC(=O)C1CCC(CNc2c(N3CCOCC3)c(=O)c2=O)CC1 (stereo not given)
    -13.2%, 1.8, -0.9%, 22.3, 2.3%, 0.0%, -26.6%, -1.9, 12.4%, 2.1, 0.1%
O=C(Oc1ccc(-c2cnc3ccccc3n2)cc1)c1cccc([N+](=O)[O-])c1
    -20.6%, 1.0, -0.1%, -7.8, 0.1%, 2.9%, 13.3%, 0.3, 1.9%, -2.3, -0.4%
COc1ccccc1CNC(=O)OCc1nccnc1C(=O)Nc1ccc(Br)cn1
    -15.8%, ·, 2.8%, 1.6, 1.0%, ·, ?, -25.3, 19.6%, 8.7, 0.0%
Cc1ccc(C2C(C#N)=C(N)Oc3n[nH]c(-c4cccs4)c32)s1 (stereo not given)
    -3.1%, -0.9, 1.6%, 6.5, -4.5%, -5.9%, ?, -10.5, -10.8%, -4.0, 0.1%
Cc1ccc(Nc2nc(=O)c3cccnc3s2)cc1
    -2.2%, -8.7, 3.5%, -24.9, 1.5%, -1.5%, -0.3%, 11.1, ?, 4.2, 0.4%
CCNc1nc(NCc2ccccc2)nc(SCC(N)=O)n1
    6.0%, 0.5, -1.6%, 4.1, 0.0%, 0.2%, -6.8%, 5.7, -5.7%, 15.8, 0.4%
COC(=O)c1ccccc1N=Nc1c(N)n[nH]c1N
    12.4%, -5.1, 1.5%, -1.0, -1.3%, 8.0%, ?, 17.4, 10.4%, 0.9, 4.8%
CC(=O)OCC(=O)[C@@]12OC3(CCCC3)O[C@@H]1C[C@H]1[C@@H]3CCC4=CC(=O)C=C[C@]4(C)[C@@]3(F)[C@@H](O)C[C@@]12C
    -4.1%, -4.3, -0.9%, -3.4, 3.1%, -6.0%, ?, 0.8, ?, -5.2, 1.3%
O=Nc1c(O)n(Cc2ccc(Cl)cc2)c2ccccc12
    -5.0%, 8.8, -2.1%, 0.0, 2.8%, 7.4%, ?, -11.6, 0.3%, -1.5, -0.5%
CCOC(=O)CC(=O)NC(CC(=O)OC)c1ccc(C(C)C)cc1 (stereo not given)
    -5.8%, 1.4, 12.1%, 10.2, 5.7%, -0.5%, 5.7%, -0.3, 10.1%, -14.1, -1.2%
COc1ccc(-c2cn3cc(C)ccc3n2)cc1F
    11.0%, -34.4*, 1.5%, ·, 6.9%, -14.1%, ?, -4.1, -11.5%, ?, -0.3%
COc1cccc(Nc2c(Nc3cccc(OC)c3)c(=O)c2=O)c1
    -5.4%, 1.3, 0.9%, 25.0, 5.9%, ·, 0.5%, -5.1, -0.7%, -0.9, 0.2%
COc1ccc(NC2CCCN(C(=O)c3cccc(C)n3)C2)cc1OC (stereo not given)
    -23.2%, ·, 3.5%, 44.8, -0.4%, ·, -6.7%, 2.9, ?, -22.9, 0.3%
